Assay outcomes deposited in PubChem BioAssay by Sanford-Burnham Center for Chemical Genomics.
NALP3 yeast inh: inhibitors of NALP3 inflammasome in yeast; Yeast reconstituted NLRP3/ASC/caspase-1, beta-gal luminescence, 24 h; inhibition, % at 10 µM; actives 0.39% (n = 330,000);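 active = inhibition of 50% or more; inactive = inhibition below 50%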;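 also: plate controls were induced DMSO wells for no effect and uninduced yeast grown without galactose for full effect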
hIAP block: human IAP inhibition | actives 0.12% (n = 330,000) | P09923 | AID 2544 | inhibition, % at 10 µM | purified IAP, CDP-Star luminescence, 30 min;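 active = inhibition reaching a set limit with compound at 10 µM in the primary screen, cut at about 35% in these data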;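 also: plate controls were DMSO wells with enzyme for no effect and no-enzyme buffer wells for full effect; values of inactives mirror those of a sister screen read the other way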
Target sequence (P09923 whole entry, looked up): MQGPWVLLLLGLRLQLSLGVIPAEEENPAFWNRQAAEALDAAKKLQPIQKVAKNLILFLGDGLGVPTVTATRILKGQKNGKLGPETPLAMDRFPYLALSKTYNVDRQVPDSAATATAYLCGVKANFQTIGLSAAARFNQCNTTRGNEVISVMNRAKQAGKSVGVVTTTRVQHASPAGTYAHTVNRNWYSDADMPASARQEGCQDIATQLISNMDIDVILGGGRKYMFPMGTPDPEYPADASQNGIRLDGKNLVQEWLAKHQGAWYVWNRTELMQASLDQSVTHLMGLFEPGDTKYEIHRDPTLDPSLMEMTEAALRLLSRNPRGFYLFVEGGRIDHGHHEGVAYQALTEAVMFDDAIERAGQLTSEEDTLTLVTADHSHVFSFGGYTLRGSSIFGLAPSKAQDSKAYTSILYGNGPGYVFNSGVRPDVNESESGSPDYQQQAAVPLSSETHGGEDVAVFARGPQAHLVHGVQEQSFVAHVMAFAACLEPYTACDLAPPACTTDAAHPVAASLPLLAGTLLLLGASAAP
mIAP activ: increases mouse intestinal alkaline phosphatase activity | muIAP, CDP-Star luminescence, 30 min; stronger effect = higher value; 1 = vehicle-only enzyme signal, 0 = enzyme-free wells | AID 2805 | activation factor at 10 µM | actives 0.24% (n = 330,000);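 active = activation factor of at least 2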; also: the source names both 10 and 20 µM as test concentration; values of inactives mirror those of a sister screen read the other way
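Assay system: mouse IAP enzyme / Compound: DMSO-dissolved test compounds / Timing: 30 min, room temperature / Measured by: luminescence from enzymatic CDP-Star hydrolysis / Control set: DMSO-only wells, enzyme-free buffer wells as negative control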
A3G deaminase: blocks human APOBEC3G single-stranded DNA deamination | Q9HC16 | recombinant A3G, ssDNA deamination FAM/TAMRA fluorescence | inhibition, % at 20 µM | actives 0.28% (n = 330,000) | AID 493012;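 active = inhibition of at least 40% at 20 µM, with no more than 30% in the related APOBEC3A deaminase screen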;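 also: plate controls were DMSO wells with A3G for no effect and wells lacking A3G enzyme for full effect; some compounds called inactive have numbers as strong as hits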
tim10-1 inh: inhibits growth of tim10-1 mutant yeast; S. cerevisiae tim10-1 ts strain growth, BacTiter-Glo, 24 h; inhibition, % at 20 µM; actives 2.2% (n = 330,000);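 active = inhibition of at least 40%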;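 also: mutant grown at 25 °C; 0% = DMSO wells with yeast and 100% = wells holding no yeast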
TIM10 inh: TIM10 yeast growth inhibition; S. cerevisiae TIM10 strain growth, BacTiter-Glo luminescence, 24 h; inhibition, % at 10 µM; actives 1.4% (n = 330,000); AID 463195;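 active = inhibition of 40% or more at the single tested concentration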;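 also: wild-type TIM10 isogenic control strain grown at permissive 25 °C; 0% = DMSO yeast wells and 100% = minimal medium wells without yeast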
beta cell repl: inducers of beta-cell replication in MIN6 cells; actives 0.29% (n = 330,000); proliferation, % at 10 µM; MIN6 cells proliferation, ATPlite luminescence, 48 h; cells starved in 0.2% serum; 100% = growth in 10% serum;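 active = compounds whose signal lies at least 3.5 SD above the mean of all wells on their plate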;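 also: 0% = DMSO-treated cells in low-serum medium and 100% = 10% serum control; some compounds called inactive have numbers as strong as hits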
mIAP inh: mouse IAP inhibition; purified mouse IAP, CDP-Star luminescence, 30 min; inhibition, % at 10 µM; actives 0.2% (n = 330,000); AID 2806;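 active = inhibition of at least 40% at 10 µM in the primary screen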;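 also: plate controls were DMSO with enzyme for no effect and no enzyme wells for full effect; values of inactives mirror those of a sister screen read the other way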
APOBEC3A inh: inhibitors of human APOBEC3A DNA deaminase. recombinant A3A, FAM/TAMRA ssDNA deamination fluorescence. inhibition, % at 20 µM. actives 0.41% (n = 330,000). AID 493011;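 active = at least 40% inhibition at 20 µM here, with at most 30% in a related deaminase screen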;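 also: plate controls were A3A with DMSO for no effect and wells lacking A3A enzyme for full effect; some results filed as inactive read as strong as hits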
Target sequence (P31941 whole entry, looked up): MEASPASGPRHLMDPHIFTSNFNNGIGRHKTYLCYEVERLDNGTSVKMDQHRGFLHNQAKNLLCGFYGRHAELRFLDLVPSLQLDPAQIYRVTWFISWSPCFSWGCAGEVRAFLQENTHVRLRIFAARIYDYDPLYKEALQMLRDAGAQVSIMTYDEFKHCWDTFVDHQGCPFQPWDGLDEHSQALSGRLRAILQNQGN
* marks the source's active call; other numbers are inactive results. Rows were taken by chance. Share with any hit: about 4.6%.

SMILES	NALP3 yeast inh	hIAP block	mIAP activ	A3G deaminase	tim10-1 inh	TIM10 inh	beta cell repl	mIAP inh	APOBEC3A inh
CCc1ccc(C(=O)CN2C(=O)NC3(CCc4ccccc43)C2=O)cc1 (stereo not drawn)	25	-2	1.1	-4	-14	30	-4	-5	1
COc1cc(S(=O)(=O)NCc2ccncc2)c(OC)cc1C	6	5	0.94	-4	5	-1	0	6	-2
O=C(O)c1cccc(N2CCCC2=O)c1	-12	-4	0.95	-6	2	2	-2	5	0
COc1cc2c(cc1OC)/C(=C/C(=O)c1ccccc1)NCC2	20	1	0.97	-5	19	24	-3	3	-7
COC(=O)c1cc(NS(=O)(=O)c2ccc(N3CCOCC3)c(NC(C)=O)c2)cc(C(=O)OC)c1	13	11	0.98	2	-4	13	-2	2	4
CN(C)NC1=CC(=[N+]2CCCC2)CC(C)(C)C1	-8	18	1	0	6	4	-1	-5	19
CC1CN(C(=O)CN2C(=O)c3ccccc3C2=O)CC(C)O1 (stereo not drawn)	6	6	1	-7	3	4	0	-1	-3
COc1ccc(-c2nnn(CC(=O)NCCc3ccc(OC)c(OC)c3)n2)cc1	3	-10	1	-8	-4	4	0	-4	-1
COc1ccc(N2C(=O)CC(Sc3nccc(C)n3)C2=O)cc1 (stereo not drawn)	8	-1	0.96	-5	14	9	0	4	-3
Cn1cc([C@@H]2C[C@H]3CN(Cc4cccc(Cl)c4)C(=O)[C@]34CCCN24)c(-c2ccccc2)n1	13	-4	0.97	-9	16	16	-1	3	-4
CCN(CC)C(=O)CN1C(=O)/C(=C/c2ccccc2)SC1=S	19	-14	0.97	-6	-2	-23	-2	3	-4
C=CCNC(=S)NNc1nc(Nc2ccccc2)nc(N2CCCCC2)n1	37	-74	1	-5	35	14	-3	0	-3
COc1ccc2c(c1)c(=O)c(C(=O)c1ccccc1)cn2Cc1ccccc1	16	13	0.85	4	16	2	0	15	-22
O=C(N/C(=C/c1cccc([N+](=O)[O-])c1)C(=O)N1CCOCC1)c1ccc(Br)cc1	10	15	0.95	-4	9	7	3	4	-2
COc1cccc(CNc2nc3nc(C)c(Cl)c(C)n3n2)c1	4	-9	1	-7	48*	-3	1	-1	-4

Quoted at random: 2 records from the list
SMILES	NALP3 yeast inh	hIAP block	mIAP activ	A3G deaminase	tim10-1 inh	TIM10 inh	beta cell repl	mIAP inh	APOBEC3A inh
O=C(N/C(=C/c1cccc([N+](=O)[O-])c1)C(=O)N1CCOCC1)c1ccc(Br)cc1	10	15	0.95	-4	9	7	3	4	-2
COc1cc(S(=O)(=O)NCc2ccncc2)c(OC)cc1C	6	5	0.94	-4	5	-1	0	6	-2

Next records follow.
SMILES	NALP3 yeast inh	hIAP block	mIAP activ	A3G deaminase	tim10-1 inh	TIM10 inh	beta cell repl	mIAP inh	APOBEC3A inh
CC(C)CNC(=O)[C@H]1N2C(=O)c3ccccc3C2SC1(C)C (stereo partly drawn)	2	-7	0.98	-7	2	15	0	2	-4
Nc1c(S(=O)(=O)c2ccccc2)c2nc3ccccc3nc2n1/N=C/c1ccco1	4	-12	0.89	-6	37	27	1	11	3
S=C(NCCCN1CCOCC1)N1CCN(c2cccc(Cl)c2)CC1	9	4	1	-7	-22	14	-4	-1	-6
O=C(COC(=O)c1ccc(Cl)c(S(=O)(=O)N2CCCCC2)c1)NCCc1ccccc1	24	-10	1	-7	27	-3	-2	-1	-2
O=C(NCC1COCCO1)C1CCN(S(=O)(=O)c2ccccc2)CC1 (stereo not drawn)	2	12	0.92	-7	19	3	1	8	-4
CCOC(=O)c1ccc(NC(=O)NS(=O)(=O)c2ccc(C)cc2)cc1	16	-5	1	-7	-4	-8	-1	-2	1
COC(=O)c1ccc(CSc2nc3ccccc3c(=O)n2C)o1	32	18	1	-7	-7	-13	3	-1	-1
CCC1Oc2ccccc2N(CC(=O)NCCCN2CCN(c3ccc(OC)cc3)CC2)C1=O (stereo not drawn)	8	3	0.96	-3	15	12	-4	4	-4
Cc1nc2cc(NC(=O)NCc3ccc4c(c3)OCO4)ccc2o1	6	4	1	-4	-43	5	-2	-5	3
O=C(CCNC(=O)c1ccccc1Cl)Nc1ccncc1	16	-5	1.1	-1	-14	-8	0	-8	3
Cc1ccc(C)c(N=Cc2cc3c(cc2[N+](=O)[O-])OCO3)c1	7	4	0.67	2	-5	23	2	33	8
CCOCCCNC(=O)CN(Cc1ccc(Cl)cc1)S(C)(=O)=O	18	9	1	-3	15	1	0	-1	-3
Cc1cc2c(cc(C(=O)NCc3cccnc3)n2Cc2ccc(Cl)cc2)o1	10	9	0.88	-6	26	14	1	12	2
CCOC(=O)C(/C=N/c1cc(C)nn1-c1ccccc1)=C(\C)O	-3	3	0.95	-5	22	19	0	4	2
CCOC(=O)Cn1cc(C(=O)C2CC2)c2ccccc21	-7	2	1	-3	9	18	-1	-4	-4
CSc1ccc(S(=O)(=O)N2CC(=O)Nc3ccccc32)cc1	2	-21	1.1	-4	8	-5	1	-5	-2
O=C(/C=C/c1ccccc1)Nc1nc(-c2ccncc2)cs1	25	1	0.94	-11	-36	-15	0	6	4
CC(C)c1nc2sc3c(SCC(=O)NCc4ccco4)ncnc3c2c2c1CCC2	3	6	0.94	-4	10	-7	-3	6	8
O=C(O)c1c(Cl)nc2ccccn12	8	2	0.99	0	-5	9	1	1	-3
Cc1ccc(Cc2c(C)c(C#N)c3[nH]c4ccccc4n3c2=O)cc1	41	-2	0.91	-3	26	27	-6	9	-1
NC(=O)C1CCN(c2ccc3c(c2)S(=O)(=O)c2ccccc2C3=O)CC1	3	5	0.98	-11	8	2	-1	2	-6
Nc1c(C(=O)NCc2cccnc2)sc(=S)n1-c1ccccc1	-2	-2	0.92	38	-2	5	-1	8	1
CCCOC(=O)c1ccc(NC(=O)c2ccc(Br)o2)cc1	40	-4	1.1	-10	-19	-4	-2	-10	-2
N#Cc1ccc(C(=O)Nc2cc(C3CC3)nn2-c2ccccc2)cc1	11	0	0.89	-5	23	18	0	11	-5
CCOC(=O)CC1C(=O)NCCN1C(=O)c1ccc(C)cc1 (stereo not drawn)	-3	3	1.1	-13	2	7	-2	-6	-6
O=C(NCc1ccc(F)cc1)c1cc(C(=O)C2CC2)c[nH]1	9	15	0.9	-7	20	13	2	10	-3
Cn1c(=O)c2c(nc(/C=C/c3cccc(Cl)c3)n2C)n(C)c1=O	13	12	0.94	0	3	4	-2	6	2
O=C(COc1nc2ccccc2nc1N1CCOCC1)NC1CCCCC1	-11	-12	1	-4	17	4	1	0	0
CC(C)[C@H](NC(=O)c1ccc(Cl)c([N+](=O)[O-])c1)C(=O)NCc1ccc(F)cc1	6	16	0.94	-7	-10	-8	-6	6	-1
O=C(CSc1ccc(Br)cc1)NCC(c1ccco1)N1CCCCC1 (stereo not drawn)	-3	16	1	-4	9	-8	-3	-1	-3
COC(=O)Nc1ccc(S(=O)(=O)Nc2cc(OC)nc(OC)n2)cc1	18	-18	0.99	-2	5	12	-1	1	1
C/C(=N/NC(=O)CNC(=O)c1cccnc1)c1ccc(Cl)cc1	12	6	0.95	-5	0	11	1	5	-2
CC(Sc1nnc(-c2ccccc2F)n1C1CC1)C(=O)NCc1ccco1 (stereo not drawn)	7	-1	0.98	-4	-2	-8	0	2	-2
COc1ccc2[nH]cc(CCNC(=O)COc3ccc4ccc(=O)oc4c3)c2c1	15	-8	1	-3	10	4	3	-4	7
Cn1cccc1C(=O)NCCc1ccccc1	25	5	0.97	-12	-12	6	-1	3	4
O=C(c1cccc(F)c1)N1CCCN(C(=O)c2cccc(F)c2)CC1	9	20	0.95	-12	14	-2	0	5	-7
CC(NC(=O)CN1CCN(c2ncccn2)CC1)c1ccc(F)cc1 (stereo not drawn)	10	-13	0.97	-4	-12	-5	-2	2	17
O=C(NS(=O)(=O)Nc1ccc(Br)cn1)c1c[nH]c2ccccc12	5	-7	1	-5	-7	6	-5	-2	-5
CCCNC(=S)Nc1ccc(F)cc1F	6	11	1	-6	12	9	0	-1	-4
CCCn1c(SCC(=O)c2ccc(CC)cc2)n[nH]c1=O	7	-18	1	-2	13	7	-4	-4	-1
COc1ccc(Cl)cc1NC(=O)Nc1cc(C)on1	37	-13	1.1	-4	7	9	-3	-5	-2
CCOC(=O)c1c(C)[nH]c(C(=O)OCC(=O)c2ccc(OC)cc2OC)c1C	23	-3	1.1	8	6	-7	-6	-9	4
Cc1cc2c(o1)CC(C)(C)CC2=O	-9	5	0.92	-3	5	2	-3	8	-2
CC(C)[C@H](NC(=O)c1ccccc1)C(=O)OCC(=O)c1ccc(S(=O)(=O)N2CCCCC2)cc1	19	4	0.94	-7	15	6	0	6	0
Cc1cc(-c2cc(C(=O)NCc3ccccc3)on2)nc(S(C)(=O)=O)n1	14	-1	1.1	-2	-33	-4	-5	-8	2

Gathered by group: those above containing a Cl atom
SMILES	NALP3 yeast inh	hIAP block	mIAP activ	A3G deaminase	tim10-1 inh	TIM10 inh	beta cell repl	mIAP inh	APOBEC3A inh
Cn1cc([C@@H]2C[C@H]3CN(Cc4cccc(Cl)c4)C(=O)[C@]34CCCN24)c(-c2ccccc2)n1	13	-4	0.97	-9	16	16	-1	3	-4
COc1cccc(CNc2nc3nc(C)c(Cl)c(C)n3n2)c1	4	-9	1	-7	48*	-3	1	-1	-4
S=C(NCCCN1CCOCC1)N1CCN(c2cccc(Cl)c2)CC1	9	4	1	-7	-22	14	-4	-1	-6
O=C(COC(=O)c1ccc(Cl)c(S(=O)(=O)N2CCCCC2)c1)NCCc1ccccc1	24	-10	1	-7	27	-3	-2	-1	-2
O=C(CCNC(=O)c1ccccc1Cl)Nc1ccncc1	16	-5	1.1	-1	-14	-8	0	-8	3
CCOCCCNC(=O)CN(Cc1ccc(Cl)cc1)S(C)(=O)=O	18	9	1	-3	15	1	0	-1	-3
Cc1cc2c(cc(C(=O)NCc3cccnc3)n2Cc2ccc(Cl)cc2)o1	10	9	0.88	-6	26	14	1	12	2
O=C(O)c1c(Cl)nc2ccccn12	8	2	0.99	0	-5	9	1	1	-3
Cn1c(=O)c2c(nc(/C=C/c3cccc(Cl)c3)n2C)n(C)c1=O	13	12	0.94	0	3	4	-2	6	2
CC(C)[C@H](NC(=O)c1ccc(Cl)c([N+](=O)[O-])c1)C(=O)NCc1ccc(F)cc1	6	16	0.94	-7	-10	-8	-6	6	-1
C/C(=N/NC(=O)CNC(=O)c1cccnc1)c1ccc(Cl)cc1	12	6	0.95	-5	0	11	1	5	-2
COc1ccc(Cl)cc1NC(=O)Nc1cc(C)on1	37	-13	1.1	-4	7	9	-3	-5	-2
